BoNT F protease – BoNT/F light chain protease inhibitors, primary screen, biochemical, flow cytometry, MLPCN library; actives 0.22% (n = 360,000); inhibition, % at 10 µM; Multiplex microsphere protease cleavage assay; Botulinum neurotoxin type F light chain protease (Clostridium botulinum); AID 588497, 2011; in the data active = inhibition above about 35%, passing the limit was not always enough; inconclusive = no clear call, values can overlap the other calls; note: plate controls were buffer without enzyme for full effect and enzyme alone for no effect
Rv3671c protease – Rv3671c serine protease inhibitors, primary screen, biochemical, fluorescence polarization, M. tuberculosis H37Rv; P9WHR9; inhibition, % at 5.96 µM; actives 0.048% (n = 320,000); AID 2606, 2010; in the data active = inhibition above about 38%;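 note: extracellular domain of Rv3671c used as enzyme; 0% = enzyme with DMSO and 100% = no enzyme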
Target sequence (P9WHR9 whole entry, looked up, the tested form may be a part): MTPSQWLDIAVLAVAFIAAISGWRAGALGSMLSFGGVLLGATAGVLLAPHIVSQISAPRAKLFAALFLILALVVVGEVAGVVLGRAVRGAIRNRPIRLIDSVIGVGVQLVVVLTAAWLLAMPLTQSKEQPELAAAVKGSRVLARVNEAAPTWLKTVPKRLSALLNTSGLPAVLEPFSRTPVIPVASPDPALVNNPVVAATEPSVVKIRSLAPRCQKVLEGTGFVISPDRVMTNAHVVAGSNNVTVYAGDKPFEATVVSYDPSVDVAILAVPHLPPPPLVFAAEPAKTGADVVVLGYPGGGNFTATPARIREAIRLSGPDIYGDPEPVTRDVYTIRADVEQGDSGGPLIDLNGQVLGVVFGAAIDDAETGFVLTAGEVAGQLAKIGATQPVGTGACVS
GDH-TPI inh – GDH-TPI coupling enzyme inhibitors, primary screen, artefact control for M. tuberculosis FBA inhibitor project, biochemical, absorbance, full deck. AID 588335, 2011. GDH-TPI coupled enzyme counterscreen, NADH absorbance. actives 1.2% (n = 360,000). inhibition, % at 4.8 µM;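 note: 0% = DMSO wells and 100% = wells lacking the enzyme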
DUSP3 inh – VHR1 phosphatase inhibitors, primary screen, biochemical, absorbance, uHTS | Dual specificity protein phosphatase 3 (Homo sapiens), P51452 | recombinant VHR phosphatase, pNPP absorbance | inhibition, % at 13.3 µM | actives 0.52% (n = 290,000) | AID 1654, 2009; in the data active = inhibition above about 50%; note: some compounds called inactive have numbers as strong as hits
Mtb FBA inh – Mtb FBA enzyme inhibitors, primary screen, biochemical, fluorescence, strain H37Rv; Fructose-bisphosphate aldolase (Mycobacterium tuberculosis (strain ATCC 25618 / H37Rv)), …; inhibition, % at 1 µM; actives 2.3% (n = 360,000); purified M. tuberculosis FBA, fluorescence read-out; in the data active = inhibition above about 27%;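 note: 0% = vehicle and 100% = reference inhibitor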
CCHF vOTU inh – CCHFV vOTU protease inhibitors, primary screen, biochemical, Pep-AMC substrate, fluorescence; actives 0.55% (n = 370,000); Crimean-Congo hemorrhagic fever virus L polyprotein viral ovarian tumor (vOTU) protease …; inhibition, % at 11.5 µM; AID 651958, 2012; note: 0% = vehicle wells with enzyme and 100% = no enzyme wells
FadD28 binding – inhibitors of FadD28 bisubstrate probe binding, primary screen, biochemical, fluorescence polarization, single point; Mycobacterium tuberculosis FadD28 fatty-acid-AMP ligase; inhibition, % at 12.5 µM; actives 0.22% (n = 360,000); AID 588549, 2011; in the data active = inhibition above about 8.5%, passing the limit was not always enough; inconclusive = no clear call, values can overlap the other calls
UGM FP inh – M. tuberculosis UGM enzyme inhibitors, primary screen, biochemical, fluorescence polarization, single point; UDP-galactopyranose mutase (Mycobacterium tuberculosis (strain ATCC 25618 / H37Rv)), …; purified UGM, fluorescence polarization probe displacement; inhibition, % at 10 µM; actives 0.06% (n = 320,000); AID 504406, 2011; in the data active = inhibition above about 10%, passing the limit was not always enough; inconclusive = no clear call, values can overlap the other calls
Target sequence (P9WIQ1 whole entry, looked up): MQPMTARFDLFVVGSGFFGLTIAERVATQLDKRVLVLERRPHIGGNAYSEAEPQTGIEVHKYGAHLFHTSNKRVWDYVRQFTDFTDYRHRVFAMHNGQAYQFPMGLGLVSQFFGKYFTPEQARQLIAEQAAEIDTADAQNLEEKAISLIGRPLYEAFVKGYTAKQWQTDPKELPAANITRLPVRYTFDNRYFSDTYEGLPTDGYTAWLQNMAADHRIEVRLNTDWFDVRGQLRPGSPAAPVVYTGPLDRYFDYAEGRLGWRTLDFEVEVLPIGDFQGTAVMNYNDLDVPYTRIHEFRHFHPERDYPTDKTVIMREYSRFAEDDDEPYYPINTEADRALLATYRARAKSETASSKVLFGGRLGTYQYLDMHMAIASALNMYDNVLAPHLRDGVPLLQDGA
MazEF act – activators of E. coli MazEF toxin-antitoxin RNase, primary screen, biochemical, fluorescence, uHTS. AID 504720, 2011. actives 0.32% (n = 350,000). Endoribonuclease toxin MazF (Escherichia coli (strain K12)), P0AE70. FAM/BHQ RNA-DNA oligo cleavage fluorescence, 5 h. activation, % at 20 µM; in the data active = activation above about 50%
Target sequence (P0AE70 whole entry, looked up): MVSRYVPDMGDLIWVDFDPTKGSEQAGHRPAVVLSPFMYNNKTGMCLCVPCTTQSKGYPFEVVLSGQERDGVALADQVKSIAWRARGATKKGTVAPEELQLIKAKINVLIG
BioA inh – M. tuberculosis BioA enzyme inhibitors, primary screen, biochemical, plate reader, single point, HTS. AID 602481, 2012. purified M. tuberculosis BioA enzyme. 7,8-diaminopelargonic acid synthase BioA (Mycobacterium tuberculosis). actives 0.096% (n = 360,000). inhibition, % at 9.99 µM; in the data active = inhibition above about 40%; inconclusive = no clear call, values can overlap the other calls
* = called active by the depositor; ? = inconclusive; · = no result given; & = joins results of further samples. Cut-off read from the data, not from the text of the source, unless noted: active = inhibition above about 30%; inactive = the rest.

SMILES	BoNT F protease	Rv3671c protease	GDH-TPI inh	DUSP3 inh	Mtb FBA inh	CCHF vOTU inh	FadD28 binding	UGM FP inh	MazEF act	BioA inh
CS(=O)c1ccccc1-c1nc(-c2cc(C(F)(F)F)cc(C(F)(F)F)c2)no1 (stereo not drawn)	-4	0	1	-2	-2	-1	0.1	-0.9	2	·
CS(=O)(=O)N1CCN(C(=O)c2ccc(Br)s2)CC1	2	-1	-4	23	6	6	-1.9	-1.4	-1	0.8
Cc1ccccc1NC(=O)c1c([N+](=O)[O-])cnn1C	5	3	-13	44	2	8	-4.3	-0.8	1	-0.3
COc1ccc(N2CCN(C(=O)C3CC(=O)N(c4ccc(C)cc4)C3)CC2)cc1 (stereo not drawn)	-5	-10	-6	34	-3	-12	-2.5	0.9	7	-0.7
CN(C)c1ccc(/C=C2\N=C(c3ccc(Cl)c([N+](=O)[O-])c3)NC2=O)cc1	-7	-20	8	22	-1	13	-1.0	2.5	11	·
O=C(CN1CCCCC1)N/N=C/c1cccc(Cl)c1	-10	-4	3	66	0	-2	-1.0	1.1	6	-1.4
COc1cc2c(cc1OC)C(C)N(CCc1ccc(Cl)cc1)CC2 (stereo not drawn)	-12	-2	3	·	5	-4	-3.2	-2.4	9	5.4
COc1ccc2nc3ccccc3[n+]([O-])c2c1	6	·	15	·	4	-23	0.2	·	-372	-7.7
O=C(Cc1ccccc1)Nc1c[nH]c(=O)[nH]c1=O	8	-5	-1	21	0	-14	-0.2	-2.9	4	-1.2
CCc1nnc(NS(=O)(=O)c2ccc(N=Cc3c(C)[nH]n(-c4ccc(Cl)cc4)c3=O)cc2)s1	-4	-17	6	12	-7	11	-4.4	-1.1	-2	·
CCOC(=O)N1CCN(C(=S)NC(=O)/C=C/c2ccc(C)cc2)CC1	5	-5	15	2	-1	8	-0.6	-2.2	2	-0.2
O=C(COC(=O)c1cc(Cl)ccc1[N+](=O)[O-])NCc1ccc(Cl)cc1Cl	-9	-1	-4	-3	3	-4	-2.0	0.9	0	-0.3
Cc1cc(N/N=C/c2ccccc2O)c2ccccc2n1	-11	5	15	12	-2	2	-8.6	1.2	28	1.4
O=S(=O)(NCC1CCCO1)c1ccc(S(=O)(=O)N(Cc2ccccn2)C2CC2)cc1 (stereo not drawn)	-6	-8	-4	4	0	9	-3.0	0.2	1	·
O=C(NNC(=O)c1cccs1)c1ccccn1	0	·	8	·	-4	-10	-4.4	·	-5	-2.5
CCOc1ccc(S(=O)(=O)NC2CC2)cc1	-6	2	5	0	4	-7	-1.1	-3.0	-25	5.4
O=C(CN1C(=O)CSc2ccc(S(=O)(=O)N3CCOCC3)cc21)NCCCN1CCCCC1	-6	12	-2	17	0	6	-2.0	-0.1	6	-0.1
C[C@H](CO)NC(=O)c1nc[nH]c1C(=O)N[C@@H](C)c1ccccc1	-6	·	8	·	1	-13	-2.0	·	6	0.1
Cn1c(C(=O)O)c(CC(=O)NCc2cccnc2)c2ccccc21	-6	-3	2	24	-4	8	0.3	5.6	-1	-1.7
C[C@H](CO)N1C[C@H](C)[C@H](CN(C)CC2CC2)Oc2ccc(NC(=O)CCN3CCOCC3)cc2C1=O	1	10	-5	·	0	0	-4.4	-0.2	5	-3.3&-1.3
O=C(Nc1cc(S(=O)(=O)N2CCOCC2)ccc1OCC(F)(F)F)c1ccc(N2CCCC2=O)cc1	0	5	4	·	2	3	-1.2	-2.1	1	0.5
CN(C)C(=O)N1CCc2ccc([N+](=O)[O-])cc21	1	·	14	·	0	9	-4.8	·	7	1.5
Cc1nn(CC(=O)NC2CCCCC2)c(C)c1[N+](=O)[O-]	4	·	8	·	2	8	-1.1	·	3	1.1
CC(/C=N/Nc1nc(C)cc(C)n1)=C\c1ccc(C(C)C)cc1	-7	-3	18	-11	-4	7	-4.2	1.3	4	0.0
C[C@@H](C(=O)Nc1ccc2ccccc2c1)[C@@H]1C[C@@]1(C)[C@@H](NC(=O)c1cnccn1)c1ccccc1	-3	-10	8	11	-2	12	-0.9	-2.7	-6	1.6
(listing goes on)
SMILES	BoNT F protease	Rv3671c protease	GDH-TPI inh	DUSP3 inh	Mtb FBA inh	CCHF vOTU inh	FadD28 binding	UGM FP inh	MazEF act	BioA inh
COc1cccc(CCc2nnc(CCC(=O)NCCc3cccc(C)n3)o2)c1	-4	-3	-7	15	0	-10	-3.0	0.8	21	-0.2
CN(C)C(C(=O)NC1CCCCC1)c1ccc(Cl)cc1 (stereo not drawn)	?	2	-10	-2	2	9	-3.7	1.5	-2	-0.1
O=C(NCC1CCCN1S(=O)(=O)c1cccs1)C(=O)Nc1ccc(F)cc1 (stereo not drawn)	5	0	-7	·	1	10	-2.5	1.0	-4	·
N#Cc1c(-c2ccccc2Cl)cc(-c2ccccc2)nc1Br	15	-15	2	8	3	-14	-0.1	-1.2	-9	·
O=c1cnn(-c2ccccc2)c(-c2ccccc2)c1	6	1	-8	39	2	10	-1.7	1.8	-9	-1.8
Cc1cccc(C(=O)NCC(=O)N2CCN(S(=O)(=O)c3cc(C)ccc3C)CC2)c1	?	8	-3	·	7	-5	0.3	0.1	-5	·
C[C@H]1CN([C@@H](C)CO)C(=O)CCCn2nncc2CO[C@H]1CN(C)C(=O)c1cc(-c2ccccc2)on1	-5	·	-4	·	0	1	-3.0	·	3	-0.5&1.5
O=C(NCCC1=CCCCC1)C1CCN(C(=O)c2ccc(Br)cc2)CC1	-1	1	5	-17	0	4	1.1	0.6	0	·
CN(C)C(/C=C/Nc1cccc([N+](=O)[O-])c1)=C(C#N)C#N	-2	-6	8	2	-2	4	-0.6	-0.6	1	·
COc1cc(CNc2ncnc3c2ncn3[C@H]2CN(Cc3cccs3)C[C@@H](CO)O2)cc(OC)c1OC	-2	·	18	·	0	-2	-2.3	·	·	0.2
CCOC(=O)C(=Cc1cn(C)c2ccc(S(=O)(=O)N(C)C)cc12)C(=O)OCC	1	4	17	11	1	-11	0.4	-0.3	3	-2.0
CCOC(=O)c1ccc(NC2c3ccccc3C(=O)N2c2ccccn2)cc1 (stereo not drawn)	-10	0	16	17	3	-3	-0.5	1.9	-7	-1.2
O=S(=O)(Nc1cccc2cccnc12)c1ccccc1	9	9	-11	-47	2	0	-4.0	0.1	2	9.8
COc1ccc(C(C)=O)cc1COC(=O)c1ccc(OCc2c(C)noc2C)cc1	19	-3	3	-1	2	14	-1.1	-0.4	12	-0.7
COc1cccc(-c2coc3c(C)c4oc(=O)c(CCC(=O)O)c(C)c4cc23)c1	-12	-44	8	·	1	20	-23	-0.5	-8	8.8
CCCCCOC(=O)NCC(O)c1ccccc1 (stereo not drawn)	2	-1	6	-2	3	16	0.1	-6.9	2	-0.5
CN(C(=O)c1cccc(S(=O)(=O)N2CCCCC2)c1)C1CCS(=O)(=O)C1 (stereo not drawn)	?	15	-12	·	2	12	1.6	0.6	3	·
C/C(=N\Nc1ncnc2sc(C)c(C)c12)c1ccccn1	40*	4	23	13	-3	22	0.3	0.3	-61	-5.8
COc1ccc(N(C(=O)Cc2cccs2)C2C=CS(=O)(=O)C2)cc1 (stereo not drawn)	-3	7	-3	12	0	2	0.7	-2.4	-11	-0.3
O=C1c2ccccc2CCC12N=NCC2c1ccc(Br)cc1 (stereo not drawn)	4	-1	7	0	-1	2	-1.7	3.0	-3	·
COc1ccc(C)cc1N(CC(=O)N1CCCCCC1)S(C)(=O)=O	-4	-1	8	0	-1	1	-1.5	0.0	12	-1.0
Cc1cc(C)n(CC(O)COCc2ccco2)n1 (stereo not drawn)	-2	5	13	12	-1	-6	-1.5	0.3	2	-3.1
O=C1CCN(S(=O)(=O)c2ccc(Br)cc2)CCN1	-2	4	-1	-10	-1	2	-1.2	1.6	0	0.0
COc1ccccc1CNC(=O)C1CCCN(S(=O)(=O)c2cccs2)C1 (stereo not drawn)	4	-4	1	26	3	0	-0.9	1.0	5	-0.6
Clc1cccc(OCCN2CCNCC2)c1	1	-4	-3	-8	8	-8	-1.9	2.3	2	·
Next section.
SMILES	BoNT F protease	Rv3671c protease	GDH-TPI inh	DUSP3 inh	Mtb FBA inh	CCHF vOTU inh	FadD28 binding	UGM FP inh	MazEF act	BioA inh
COc1cc(C(=O)NC(=S)Nc2ccc3c(c2)OCO3)cc(OC)c1OC	-10	-3	2	20	0	-13	-3.0	-0.2	8	2.9
CC(C)(C)[C@H]1C=C(C(=O)O)O[C@@H](OCCCCO)C1	-5	9	2	·	2	2	-0.3	-0.4	2	-0.5
CCN(C(=O)c1cccs1)c1nc(-c2ccc(OC)cc2)cs1	-1	-3	7	5	1	0	-2.4	-3.9	-8	·
O=C(CNC1CCCCCC1)c1cccs1	1	-5	8	2	3	0	-1.1	3.3	-3	·
O=C1N=C(N2CCOCC2)S/C1=C\c1cccs1	-5	2	19	8	-2	6	-1.4	0.9	15	0.3
COc1cc(OC)cc(C(=O)Nc2sc3c(c2C(N)=O)CCC3)c1	11	5	-1	21	0	4	-0.6	-2.7	-10	-3.0
CN(C)c1ccc(C(=O)OCC(=O)NCCCc2ccccc2)cc1	28	-4	4	·	0	9	·	-1.1	-4	-0.8
Cc1cccc(CSc2nnc([C@@H]3CCCN3)o2)c1	?	-1	7	16	-3	5	-0.1	-1.4	0	·
O=C1Nc2ccccc2C1Cc1ccc(OC(F)(F)F)cc1 (stereo not drawn)	-32	-1	2	38	4	23	-5.8	2.8	3	·
COc1ccc2oc(C(=O)Nc3nnc(C)s3)c(C)c2c1	-8	-3	23	·	29*	-18	-1.2	1.5	6	-1.0
Cc1ccccc1CC1(CO)CCCN(C(=O)c2ccccc2N(C)C)C1 (stereo not drawn)	-2	6	-3	-7	-1	-2	-2.1	4.9	9	0.6
O=C(COC(=O)c1ccc(OC(F)F)cc1)NCCCN1CCCC1=O	2	-1	-10	-7	5	-4	-4.0	2.2	4	·
O=[P+](Cc1ccccc1)Cc1ccccc1	0	-1	-7	-4	1	-16	-1.5	-1.8	10	-1.0
O=C(O)c1[nH]c2ccccc2c1CC(=O)N1CCOCC1	1	-6	-8	40	4	9	-3.4	0.3	1	-0.2
C[C@@H]1CN[C@@H](CCO)/C1=C\c1ccccc1	1	·	3	·	0	7	-2.6	·	0	0.6

Filtered by structure: the entries above containing a nitro group on carbon
SMILES	BoNT F protease	Rv3671c protease	GDH-TPI inh	DUSP3 inh	Mtb FBA inh	CCHF vOTU inh	FadD28 binding	UGM FP inh	MazEF act	BioA inh
Cc1ccccc1NC(=O)c1c([N+](=O)[O-])cnn1C	5	3	-13	44	2	8	-4.3	-0.8	1	-0.3
CN(C)c1ccc(/C=C2\N=C(c3ccc(Cl)c([N+](=O)[O-])c3)NC2=O)cc1	-7	-20	8	22	-1	13	-1.0	2.5	11	·
O=C(COC(=O)c1cc(Cl)ccc1[N+](=O)[O-])NCc1ccc(Cl)cc1Cl	-9	-1	-4	-3	3	-4	-2.0	0.9	0	-0.3
CN(C)C(=O)N1CCc2ccc([N+](=O)[O-])cc21	1	·	14	·	0	9	-4.8	·	7	1.5
Cc1nn(CC(=O)NC2CCCCC2)c(C)c1[N+](=O)[O-]	4	·	8	·	2	8	-1.1	·	3	1.1
CN(C)C(/C=C/Nc1cccc([N+](=O)[O-])c1)=C(C#N)C#N	-2	-6	8	2	-2	4	-0.6	-0.6	1	·

Screening data (PubChem BioAssay)
